TcdB inh: blocks C. difficile toxin B glycohydrolase activity | P18177 | inhibition, % at 9.99 µM | 350,000 tested, 0.24% active | TcdB glycohydrolase enzymatic assay, plate reader; in the data active means inhibition above about 10%
FadD28 binding: M. tuberculosis FadD28 bisubstrate binding inhibition | 360,000 tested, 0.22% active | AID 588549 | FadD28 bisubstrate probe binding, fluorescence polarization | inhibition, % at 12.5 µM; in the data active means inhibition above about 8.5%, passing the limit was not always enough; inconclusive means no clear call, values can overlap the other calls
PfHsp40 yeast: rescue of PfHsp40-mediated yeast toxicity; S. cerevisiae expressing PfHsp40, growth rescue, ATP luminescence; 340,000 tested, 0.68% active; growth rescue, % at 12.5 µM; AID 504582; in the data active means growth rescue above about 28%, passing the limit was not always enough; inconclusive means no clear call, values can overlap the other calls;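 further: yeast W303a lacking pdr1 and pdr3 grown in galactose medium; growth measured after three days at 30 °C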
CCHF vOTU inh: blocks the CCHF virus ovarian tumor domain protease; CCHFV vOTU protease, Pep-AMC fluorescence; 370,000 tested, 0.55% active; inhibition, % at 11.5 µM; in the data active means inhibition above about 30%; further: 0% = vehicle wells with enzyme and 100% = no enzyme wells
BoNT A protease: inhibitors of Botulinum neurotoxin A light chain protease; inhibition, % at 10 µM; AID 588499; 360,000 tested, 0.17% active; multiplex microsphere protease substrate cleavage, flow cytometry; further: plate controls were buffer without enzyme for full effect and enzyme alone for no effect
Yp Topo-I inh: inhibitors of Yersinia pestis topoisomerase I; Y. pestis Topo-I cleavage product accumulation, plate reader; activity, % at 10 µM; 360,000 tested, 0.064% active; AID 504884; in the data active means activity above about 50%, passing the limit was not always enough; inconclusive means no clear call, values can overlap the other calls; further: inactives centre near 2
Anthrax LF prot: blocks Bacillus anthracis lethal factor protease | multiplex microsphere protease cleavage assay, LF | 360,000 tested, 0.12% active | inhibition, % at 10 µM | P15917; further: plate controls were buffer without enzyme for full effect and enzyme alone for no effect
PrPC TRFRET: inhibitors of human cell surface prion protein PrPC. TR-FRET read-out. inhibition, % at 13.8 µM. 370,000 tested, 0.43% active; in the data active means inhibition above about 24%; further: 0% = median of the test wells and 100% = reference compound wells
BoNT-F LC inh: BoNT F light chain protease inhibition. Multiplex microsphere protease cleavage assay, flow cytometry. 360,000 tested, 0.22% active. inhibition, % at 10 µM; in the data active means inhibition above about 35%, passing the limit was not always enough; inconclusive means no clear call, values can overlap the other calls; further: plate controls were buffer without enzyme for full effect and enzyme alone for no effect
Numbers without * were called inactive. Unless noted, no stated cut-off is given here; in the data, active means inhibition above about 30%; inconclusive means no clear call, values can overlap the other calls; inactive means below that. Not a hit list. About 2.3% of those tested had a hit in this group.

For COc1ccc2cc(C(c3nnnn3Cc3ccc(F)cc3)N3CCCCCC3)c(=O)[nH]c2c1 (stereo not given) the results were TcdB inh -0.8, FadD28 binding -1.7, PfHsp40 yeast 0.3, CCHF vOTU inh -6, BoNT A protease 5.5, Yp Topo-I inh 1, Anthrax LF prot 5, PrPC TRFRET 9 and BoNT-F LC inh 6.
For CC1(C(=O)NS(=O)(=O)c2ccc(Cl)s2)CCN1C(=O)Cc1ccc(-c2ccccc2)cc1 (stereo not given) the results were TcdB inh -2.7, FadD28 binding -4.8, CCHF vOTU inh 12, BoNT A protease -0.3, Yp Topo-I inh 8, Anthrax LF prot -8, PrPC TRFRET -5 and BoNT-F LC inh -7.
COc1ccccc1S(=O)(=O)CC(O)COc1ccccc1Cl (stereo not given) was read as TcdB inh 2.0, FadD28 binding 0.7, PfHsp40 yeast -1.6, CCHF vOTU inh 3, BoNT A protease 2.1, Yp Topo-I inh -5, Anthrax LF prot -1, PrPC TRFRET 2 and BoNT-F LC inh 3.
For Cc1cc(NC(=O)CSc2nnc(COc3cccc(C)c3C)n2C)no1 the results were FadD28 binding -1.6, PfHsp40 yeast 0.6, CCHF vOTU inh -9, BoNT A protease 0.1, Yp Topo-I inh 5, Anthrax LF prot 1, PrPC TRFRET 3 and BoNT-F LC inh 7.
CCOC(=O)c1c(C)nn(-c2ccc(NC(=O)CSCC(=O)O)cc2)c1C was read as TcdB inh -0.7, FadD28 binding -0.7, PfHsp40 yeast -0.7, CCHF vOTU inh -4, BoNT A protease -0.2, Yp Topo-I inh 16, Anthrax LF prot -5, PrPC TRFRET -1 and BoNT-F LC inh -15.
Screening CCOc1cc(-c2nc3ccccn3c2NCC2CCCO2)ccc1O (stereo not given) returned FadD28 binding 0.9, PfHsp40 yeast -0.4, CCHF vOTU inh -44, BoNT A protease -8.8, Yp Topo-I inh 9, Anthrax LF prot 3, PrPC TRFRET -6 and BoNT-F LC inh -9.
Cc1ccc(SC(C)C(=O)Nc2ccccc2-c2ccccc2)cc1 (stereo not given) was read as FadD28 binding -1.8, PfHsp40 yeast 1.2, CCHF vOTU inh -18, BoNT A protease -0.9, Yp Topo-I inh -12, Anthrax LF prot -5, PrPC TRFRET 3 and BoNT-F LC inh -12.
Screening COc1ccc(CCNC(=O)COC(=O)c2ccc[nH]c2=O)cc1 returned FadD28 binding -1.2, PfHsp40 yeast 2.0, CCHF vOTU inh 2, BoNT A protease -0.9, Yp Topo-I inh -10, Anthrax LF prot -3, PrPC TRFRET -3 and BoNT-F LC inh -10.
Screening COC(=O)NC1CCS(=O)(=O)C1 (stereo not given) returned FadD28 binding -0.8, PfHsp40 yeast -1.2, CCHF vOTU inh 1, BoNT A protease inconclusive, Yp Topo-I inh 3, Anthrax LF prot -4, PrPC TRFRET -2 and BoNT-F LC inh -7.
`Cn1c(COc2ccccc2)nnc1SCC(=O)NC1CCCC1` gave TcdB inh 4.1, FadD28 binding -3.2, PfHsp40 yeast 1.0, CCHF vOTU inh 8, BoNT A protease 1.0, Yp Topo-I inh 7, Anthrax LF prot 0, PrPC TRFRET -2 and BoNT-F LC inh 1.
For COc1ccccc1C(=O)NC(=O)COC(=O)c1cccc(NC(C)=O)c1 the results were TcdB inh -2.8, FadD28 binding -3.8, PfHsp40 yeast 0.3, CCHF vOTU inh 11, BoNT A protease -1.6, Yp Topo-I inh 4, Anthrax LF prot -3, PrPC TRFRET 8 and BoNT-F LC inh 2.
S=C1NC2(CCCC2)Nc2ccccc21 was read as TcdB inh 0.4, FadD28 binding 0.6, PfHsp40 yeast 1.0, CCHF vOTU inh -26, BoNT A protease 0.7, Yp Topo-I inh 10, Anthrax LF prot -6, PrPC TRFRET 12 and BoNT-F LC inh -5.
For N#Cc1ccc(C(=O)N2CCC3CC2c2cc(N4CCCCC4)ccc23)cc1 (stereo not given) the results were TcdB inh -0.6, FadD28 binding -0.2, CCHF vOTU inh 1, BoNT A protease -0.4, Yp Topo-I inh 16, Anthrax LF prot -4, PrPC TRFRET 1 and BoNT-F LC inh -4.
`COc1ccc(-c2csc3nc(-c4ccccc4F)oc(=O)c23)cc1` gave TcdB inh 1.1, FadD28 binding -3.5, PfHsp40 yeast -0.1, CCHF vOTU inh 3, BoNT A protease -0.7, Yp Topo-I inh 0, Anthrax LF prot 4, PrPC TRFRET 7 and BoNT-F LC inh inconclusive.
Screening O=C(COC(=O)c1ccc(S(=O)(=O)N2CCCC2)cc1)Nc1cccnc1Cl returned TcdB inh 0.7, FadD28 binding -0.7, PfHsp40 yeast -0.1, CCHF vOTU inh 4, BoNT A protease 0.7, Yp Topo-I inh -7, Anthrax LF prot 0, PrPC TRFRET 1 and BoNT-F LC inh 0.
O=C(CSc1nc2ccccc2c(=O)n1-c1ccccc1)N1CCc2ccccc21 was read as FadD28 binding 2.0, PfHsp40 yeast 2.2, CCHF vOTU inh -16, BoNT A protease 0.1, Yp Topo-I inh 8, Anthrax LF prot -1, PrPC TRFRET 9 and BoNT-F LC inh 2.
COc1ccc(/C=C(\NC(=O)c2ccc(OC)c(OC)c2)C(=O)N2CCN(C)CC2)cc1 was read as TcdB inh 2.1, FadD28 binding 0.6, PfHsp40 yeast -1.8, CCHF vOTU inh 12, BoNT A protease 0.3, Yp Topo-I inh 0, Anthrax LF prot -6, PrPC TRFRET 1 and BoNT-F LC inh -5.
Cc1c(C)c2c(c(C)c1O)CCC(C)(C(=O)O)O2 (stereo not given) was read as TcdB inh -3.2, FadD28 binding -1.8, PfHsp40 yeast -0.7, CCHF vOTU inh 5, BoNT A protease -0.3, Yp Topo-I inh 5, Anthrax LF prot -9, PrPC TRFRET -19 and BoNT-F LC inh -1.
CC1C(C#N)=C(N)OC2=C1C(=O)CC(c1ccccc1)C2 (stereo not given) was read as TcdB inh -2.1, FadD28 binding 1.0, PfHsp40 yeast 0.5, CCHF vOTU inh -1, BoNT A protease 1.5, Yp Topo-I inh 1, Anthrax LF prot -4, PrPC TRFRET -6 and BoNT-F LC inh -6.
For COc1ccc(/C=C/C(=O)NCCSCc2ccco2)cc1OC the results were TcdB inh 0.4, FadD28 binding -4.8, PfHsp40 yeast -0.3, CCHF vOTU inh -12, BoNT A protease -0.1, Yp Topo-I inh -2, Anthrax LF prot -2, PrPC TRFRET 1 and BoNT-F LC inh -1.
COc1ccc(CN2CCNC(=O)C2CC(=O)NCCc2cnccn2)cc1C (stereo not given) was read as TcdB inh 2.1, FadD28 binding 0.8, PfHsp40 yeast -1.6, CCHF vOTU inh 0, BoNT A protease 0.6, Yp Topo-I inh -1, Anthrax LF prot -1, PrPC TRFRET -1 and BoNT-F LC inh -1.
Screening CCC(C)NC(=O)C1(O)c2cc(Br)ccc2NC(=O)N1c1cccc(OC)c1 (stereo not given) returned TcdB inh -0.5, FadD28 binding 0.9, PfHsp40 yeast -1.5, CCHF vOTU inh -9, BoNT A protease 1.5, Yp Topo-I inh 9, Anthrax LF prot 0, PrPC TRFRET -2 and BoNT-F LC inh -15.
`COC(=O)c1ccccc1NC(=O)CNC(=O)c1ccc(OC)cc1` gave TcdB inh 0.5, FadD28 binding -3.8, PfHsp40 yeast 21, CCHF vOTU inh -2, BoNT A protease 0.6, Yp Topo-I inh 9, Anthrax LF prot 0, PrPC TRFRET -4 and BoNT-F LC inh -4.
For Cc1ccc(C2(C)NC(=O)N(CC(=O)N3CCN(C(=O)c4cccs4)CC3)C2=O)cc1 (stereo not given) the results were TcdB inh -0.3, FadD28 binding -4.5, PfHsp40 yeast 1.0, CCHF vOTU inh -1, BoNT A protease 0.9, Yp Topo-I inh -5, Anthrax LF prot 1, PrPC TRFRET 4 and BoNT-F LC inh -2.
`Cc1ccc(S(=O)(=O)NCCC(=O)N2CCN(c3ccccc3)CC2)cc1C` gave FadD28 binding -0.4, PfHsp40 yeast 2.0, CCHF vOTU inh 3, BoNT A protease -0.6, Yp Topo-I inh -1, Anthrax LF prot -6, PrPC TRFRET 5 and BoNT-F LC inh -9.
`COc1cc(C(=O)NC(=S)Nc2ccccc2N2CCOCC2)cc(OC)c1OC` gave TcdB inh 0.7, FadD28 binding -2.1, PfHsp40 yeast 2.7, CCHF vOTU inh -3, BoNT A protease 6.8, Yp Topo-I inh 18, Anthrax LF prot 5, PrPC TRFRET 2 and BoNT-F LC inh 20.
`Cc1cccc(C(=O)NC(C(=O)Nc2cccc(S(=O)(=O)N3CCCC3)c2)C(C)C)c1` (stereo not given) gave TcdB inh -5.6, FadD28 binding -4.2, PfHsp40 yeast -0.1, CCHF vOTU inh 15, BoNT A protease -1.9, Yp Topo-I inh 2, Anthrax LF prot -9, PrPC TRFRET 3 and BoNT-F LC inh -3.
`O=C(O)c1ccc2c(=O)n3cc(C(=O)c4ccccc4O)cc(Cl)c3nc2c1` gave TcdB inh -9.0, FadD28 binding -1.2, PfHsp40 yeast -0.9, CCHF vOTU inh 4, BoNT A protease 0.9, Yp Topo-I inh -8, Anthrax LF prot -2, PrPC TRFRET 7 and BoNT-F LC inh 6.
Screening CCCCS(=O)(=O)NC(=O)C1(C)CCN1C(=O)C/C=C/c1ccccc1 (stereo not given) returned TcdB inh 0.5, FadD28 binding 0.6, CCHF vOTU inh -1, BoNT A protease 0.0, Yp Topo-I inh -3, Anthrax LF prot 2, PrPC TRFRET 7 and BoNT-F LC inh 2.
For Cc1c(Cl)cccc1NC(=O)c1ccco1 the results were TcdB inh -0.2, FadD28 binding -2.5, PfHsp40 yeast -0.6, CCHF vOTU inh 7, BoNT A protease -1.3, Yp Topo-I inh -5, Anthrax LF prot 0, PrPC TRFRET 6 and BoNT-F LC inh 1.
`CS(=O)(=O)N1CCN(c2ccccc2F)CC1` gave FadD28 binding 0.5, PfHsp40 yeast -0.2, CCHF vOTU inh 1, BoNT A protease 1.1, Yp Topo-I inh -4, Anthrax LF prot 6, PrPC TRFRET -2 and BoNT-F LC inh -2.
For CCN(CC)CCn1c(=S)[nH]c2cc(C(=O)NCc3ccccc3Cl)ccc2c1=O the results were TcdB inh 0.0, FadD28 binding -0.8, PfHsp40 yeast 0.6, CCHF vOTU inh -16, BoNT A protease -0.5, Yp Topo-I inh 9, Anthrax LF prot 3, PrPC TRFRET -18 and BoNT-F LC inh -3.
Cc1c(Cc2ccccc2)c(=O)oc2c(O)c(O)ccc12 was read as TcdB inh -1.0, FadD28 binding 3.5, PfHsp40 yeast 0.3, CCHF vOTU inh 11, BoNT A protease -0.1, Yp Topo-I inh -5, Anthrax LF prot -2, PrPC TRFRET -6 and BoNT-F LC inh 7.
COc1ccc(C2CC(c3ccccc3O)=NN2C(=O)c2ccccc2)cc1OC (stereo not given) was read as TcdB inh -0.1, FadD28 binding -1.3, PfHsp40 yeast 4.1, CCHF vOTU inh 0, BoNT A protease -0.1, Yp Topo-I inh 29, Anthrax LF prot -8, PrPC TRFRET 5 and BoNT-F LC inh -13.

Arranged by length of the SMILES (falling): some entries from above
`O=C(O)c1ccc2c(=O)n3cc(C(=O)c4ccccc4O)cc(Cl)c3nc2c1` gave TcdB inh -9.0, FadD28 binding -1.2, PfHsp40 yeast -0.9, CCHF vOTU inh 4, BoNT A protease 0.9, Yp Topo-I inh -8, Anthrax LF prot -2, PrPC TRFRET 7 and BoNT-F LC inh 6.
Screening CCCCS(=O)(=O)NC(=O)C1(C)CCN1C(=O)C/C=C/c1ccccc1 (stereo not given) returned TcdB inh 0.5, FadD28 binding 0.6, CCHF vOTU inh -1, BoNT A protease 0.0, Yp Topo-I inh -3, Anthrax LF prot 2, PrPC TRFRET 7 and BoNT-F LC inh 2.
`COc1cc(C(=O)NC(=S)Nc2ccccc2N2CCOCC2)cc(OC)c1OC` gave TcdB inh 0.7, FadD28 binding -2.1, PfHsp40 yeast 2.7, CCHF vOTU inh -3, BoNT A protease 6.8, Yp Topo-I inh 18, Anthrax LF prot 5, PrPC TRFRET 2 and BoNT-F LC inh 20.
For Cc1c(Cl)cccc1NC(=O)c1ccco1 the results were TcdB inh -0.2, FadD28 binding -2.5, PfHsp40 yeast -0.6, CCHF vOTU inh 7, BoNT A protease -1.3, Yp Topo-I inh -5, Anthrax LF prot 0, PrPC TRFRET 6 and BoNT-F LC inh 1.

Compound activity deposited in PubChem BioAssay by several laboratories.
